# Bioassay records deposited in PubChem BioAssay by National Center for Advancing Translational Sciences (NCATS).
# GALK inhibitor – inhibitors of human galactokinase; 270,000 compounds, 0.007% hits; Potency, µM (top dose mostly 57.5 µM), for the others: at the highest dose activity change, negative = inhibition, most hits filed as inhibitors; P51570; Purified GALK, Kinase-Glo residual ATP luminescence; note: potency is the fitted concentration of half-maximal effect
# Target sequence (P51570 whole entry, looked up): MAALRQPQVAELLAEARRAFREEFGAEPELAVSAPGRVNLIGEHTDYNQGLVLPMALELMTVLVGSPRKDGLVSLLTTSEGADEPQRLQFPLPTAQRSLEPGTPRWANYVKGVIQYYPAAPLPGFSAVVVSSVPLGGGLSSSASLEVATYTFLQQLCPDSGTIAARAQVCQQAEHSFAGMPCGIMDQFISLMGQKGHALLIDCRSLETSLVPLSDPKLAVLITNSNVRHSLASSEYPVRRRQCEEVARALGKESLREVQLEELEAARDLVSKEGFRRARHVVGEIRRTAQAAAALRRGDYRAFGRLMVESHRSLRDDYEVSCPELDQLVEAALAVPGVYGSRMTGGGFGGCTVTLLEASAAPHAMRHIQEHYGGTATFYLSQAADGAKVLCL
#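 Compounds were pin-transferred into ATP buffer (35 uM final), then GALK plus galactose (5 nM, 100 uM final) was added. After 1 h at room temperature, Kinase-Glo Plus was added and luminescence read after 10 min.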
# B2AR arrestin – beta2AR (human) beta-arrestin recruitment activity. 330,000 compounds, 0.02% hits. AID 492947. beta-arrestin recruitment to beta2AR, cell-based reporter. P07550. Potency, µM (top dose mostly 46.1 µM), inactives show top-dose activation, actives largely listed as activators;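 note: potency is the fitted concentration of half-maximal effect; 0% = DMSO controls and full agonism = EC100 isoproterenol or metaproterenol; nearly all actives have a fitted effect of over 65% in size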
# Coupling enz – coupling enzyme interference in Giardia aldolase counter-screen. 290,000 compounds, 0.67% hits. activity change, negative = inhibition, % at 58.2 µM, hits read low. coupling enzyme system counterscreen, AmpLite Red fluorescence; in the data active = activity change below about -30%
#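 Final compound at 57.5 uM, incubated 10 min at RT with coupling enzyme reagent (glyceraldehyde-3-phosphate), then 20 min with substrate and AmpLite Red detection. Fluorescence read at 525/598 nm; tests interference with the coupling assay, not aldolase inhibition.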
# USP2a block – inhibitors of human ubiquitin-specific protease USP2a; USP2 core, Ub-CHOP2 coupled fluorogenic reporter, 485/531; AID 463254; O75604; Potency, µM (top dose mostly 38.3 µM), for the others: top-dose activity change, negative = inhibition, actives largely listed as inhibitors; 330,000 compounds, 0.01% hits;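 note: potency is the fitted concentration of half-maximal effect; plate controls were DMSO wells for no effect and full inhibition by NEM control for full effect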
#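 Cell-free coupled assay: 10nM USP2 core preincubated 30min RT with compound in Tris-HCl pH 8.0/CaCl2/CHAPS buffer, then 25nM Ub-CHOP2 and 25nM reporter substrate; fluorescence (Ex 485/Em 531) read after 60min RT, normalized to NEM inhibition, concentration-response curves fitted.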
# Giardia kill – Giardia lamblia killing; AID 540267; activity change, % at 7.66 µM, hits read low; Giardia lamblia trophozoite viability; 340,000 compounds, 0.15% hits; in the data active = activity change below about -80%; inconclusive = between about -30% and that limit;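 note: parasites exposed to compound for two days anaerobically before the ATP read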
#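 Luminescent ATP signal served as the viability read-out, measured 15-30 min after adding ATP detection reagent to trophozoites that had been incubated with compounds for 48 hrs at 37 deg C anaerobically at 100 cells/well.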
# Chronic BCR inh – blocks chronic active B-cell receptor signaling; ABC-DLBCL IkBa-CBG/CBR reporter, luminescence ratio, 4 h; Potency, µM (highest dose often 46.1 µM), for the others: at the top dose ratio change, negative = lower green/red ratio, usual class: inhibitors; 340,000 compounds, 0.05% hits; AID 493014; active = well fitted inhibition curve with a large enough effect in the signal ratio, with a control signal flat, not every such curve was filed as active; inconclusive = small, poorly fitted or top-dose-only effect, or effect the other way, or a change in a side signal; the % refers to the signal ratio;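 note: potency is the fitted concentration of half-maximal effect; plate controls were basal doxycycline-induced cells for no effect and cells given 10 µM MG132 for full effect; MG132 reads +100%, hits lower the ratio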
#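 Doxycycline induced both beetle luciferases in TMD8 lymphoma cells; IKK-driven degradation limits the IkappaBalpha-fused green signal, while red luminescence normalises for cell number and nonspecific effects. Compounds tested up to 46 uM, 4 hrs.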
# Eya2 inh – inhibitors of human Eya2 phosphatase activity; O00167; recombinant Eya2, OMFP fluorescence dephosphorylation (OMFP is methylfluorescein phosphate); Potency, µM (doses to about 76.9 µM), for inactives: at the top dose activity, negative = inhibition, hits mostly inhibitors; 330,000 compounds, 0.006% hits; AID 488837; note: potency is the fitted concentration of half-maximal effect
# Target sequence (O00167 whole entry, looked up): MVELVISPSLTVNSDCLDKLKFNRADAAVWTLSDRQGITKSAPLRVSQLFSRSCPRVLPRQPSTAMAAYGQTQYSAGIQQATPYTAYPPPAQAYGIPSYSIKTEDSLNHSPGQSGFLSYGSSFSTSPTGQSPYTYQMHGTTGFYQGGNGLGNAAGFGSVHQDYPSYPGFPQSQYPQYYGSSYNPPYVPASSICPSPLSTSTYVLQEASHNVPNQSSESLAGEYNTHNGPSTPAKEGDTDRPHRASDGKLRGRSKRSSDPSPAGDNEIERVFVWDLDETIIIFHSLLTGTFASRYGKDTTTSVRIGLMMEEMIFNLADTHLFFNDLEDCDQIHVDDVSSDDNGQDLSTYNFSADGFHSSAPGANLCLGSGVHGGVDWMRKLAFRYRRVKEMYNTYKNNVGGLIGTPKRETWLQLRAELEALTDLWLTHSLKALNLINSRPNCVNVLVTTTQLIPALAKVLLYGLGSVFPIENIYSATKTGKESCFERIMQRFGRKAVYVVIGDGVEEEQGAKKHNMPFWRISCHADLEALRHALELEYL
#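 Eya2 protein (added as 0.2 uM solution) was preincubated with compound for 10 min at ambient temperature in 50 mM HEPES pH 7.5, 50 mM NaCl, 5 uM MgCl2, 0.05% BSA, 1 mM DTT. OMFP (added at 50 uM) then reacted 10 min; fluorescence read at 485/525 nm.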
# uPA generation – inhibitors of cell surface uPA generation; cell surface uPA generation assay, qHTS; Potency, µM (top dose mostly 38.3 µM), inactives show top-dose activity change, negative = inhibition, hits mostly inhibitors; 330,000 compounds, 0.31% hits; AID 540303; active = well fitted inhibition curve with a large enough effect; inconclusive = small, poorly fitted or top-dose-only effect; inactive = no such curve, though single readings can be large or run the other way; tested in mouse RAW 264.7 cells; note: potency is the fitted concentration of half-maximal effect; nearly all actives have a fitted effect of over 55% in size
# KCNH2 WT inh – inhibitors of human wildtype KCNH2 potassium channel | AID 720551 | 340,000 compounds, 0.37% hits | activity change, % at 1.84 µM | U2OS, BacMam KCNH2, thallium flux FluxOr; active compounds read low;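 active = maximum activity change below -70%; inconclusive = maximum activity change between -70% and -50%; inactive = maximum activity change above -50%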
#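 U2OS cells were transduced with wild-type KCNH2 virus (2.03 x 10^8 / mL) for 4 h at room temperature, then cultured overnight at 37 C. Thallium flux was read with FluxOr dye. Rate constants were normalized to DMSO controls.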
# PKM2 act – increases activity of human pyruvate kinase M2. purified PKM2, Kinase-Glo ATP luminescence, activation; response scale: 0% is enzyme alone, no compound. 260,000 compounds, 0.34% hits. Potency, µM (series often up to 57.5 µM), without a hit: top-dose activation, usual class: activators. P14618; note: potency is the fitted concentration of half-maximal effect; nearly all actives have a fitted effect of over 55% in size
#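 hPK-M2, >95% pure; 0.1 mM ADP / 0.5 mM PEP final; imidazole pH7.2 buffer w/ 7 mM MgCl2, 50 mM KCl; 1 h RT; Kinase-Glo lum. Intermediate enzyme activity for dual inhibitor/activator qHTS.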
# KCNH2 3.1 inh – inhibitors of human KCNH2 3.1 potassium channel isoform; 340,000 compounds, 0.95% hits; AID 720553; U2OS KCNH2 3.1, thallium flux FluxOr; active compounds read low; activity change, % (tested at about 1.8 µM);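 active = maximum activity change below -70%; inconclusive = maximum activity change from -70% to -50%; inactive = maximum activity change above -50%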;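 note: thallium influx rate constant from kinetic fluorescence after stimulation buffer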
#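 We transduce U2OS cells with the mutant 3.1 virus, culture them overnight, load FluxOr with Red40 quencher for 45 min, then add stimulation buffer and read kinetically for 2 min to derive a normalized rate constant.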
# An asterisk follows results filed as active; u = inconclusive; x = not tested or not shown; [ ] = another dose, or the depositor's remark. Unless noted, calls come from the whole dose curve; as a rule, active = well fitted curve in the direction sought with a large enough effect; inconclusive = small, poorly fitted or top-dose-only effect, or another doubt; inactive = no such curve, though single readings can be large; an effect the other way counts as inactive or inconclusive. Unless noted, % is set by controls: 0 for no effect and ±100 for the full control effect.
SMILES,GALK inhibitor,B2AR arrestin,Coupling enz,USP2a block,Giardia kill,Chronic BCR inh,Eya2 inh,uPA generation,KCNH2 WT inh,PKM2 act,KCNH2 3.1 inh
CCOc1ccccc1N1CC(C(=O)N2CCN(Cc3ccc(C#N)cc3)CC2)CC1=O (configuration not stated),x,-0.2%,x,1%,-1,-3%,4%,1%,3,x,-25
Cc1ccc(S(=O)(=O)N2CCN(C(=O)CCOc3ccccc3C)CC2)cc1C,x,0.2%,x,-1%,-13,5%,-24%,8%,6,x,3
CCOc1ccc(S(=O)(=O)N2CCC(C(=O)NC3CC3)CC2)cc1Cl,7%,-0.8%,1,-2%,14,0%,7%,1%,2,x,-23
O=S(=O)(Nc1ccc(Cl)c(C(F)(F)F)c1)c1cnc[nH]1,1%,-0.2%,4,0%,1,2%,5%,1%,-6,10%,0
COc1ccc(CNC(=S)Nc2cccc(F)c2)cc1,5%,-0.4%,0,0%,0,-22%,3%,4%,-17,2%,-1
Cc1cccc(N=Nc2cn[nH]c2-c2ccco2)c1,-2%,-0.2%,0,-2%,7,6%,-5%,-1%,-5,-20%,-4
CN(CCOc1ccc(Cl)cc1)CC(=O)Nc1ccc(OC(F)(F)F)cc1,3%,0.4%,-9,-1%,-4,u,-9%,13%,-27,x,-29
C=CCn1c(=N)n(CC(=O)c2cccc([N+](=O)[O-])c2)c2ccccc21,0%,-0.3%,1,1%,9,4%,-3%,0%,10,1%,7
O=C1c2ccccc2-c2c1cccc2C(=O)N1CCN(C(=O)c2ccco2)CC1,0%,0.3%,0,1%,1,1%,-2%,-2%,13,16µM*,-16
Cc1cc(Cl)c(OCCCn2cncn2)c(Br)c1,0%,-0.3%,-1,-1%,-16,-4%,9%,-3%,-3,28%,-7
CCOC(=O)CN1C(=O)N[C@@H](c2ccco2)C(C(C)=O)=C1C,x,x,0,x,-15,x,x,5%,17,-2%[11.5 µM],5
O=C(Nc1cccc(C(F)(F)F)c1)c1cc[n+]([O-])cc1,12%,0.4%,0,0%,12,0%,-7%,-4%,0,1%,4
O=C(O)c1cccc([N+](=O)[O-])c1C(=O)Nc1ccc2ccccc2c1,1%,-1.2%,1,-1%,7,-7%,7%,-9%,-1,6%,0
O=C(Nc1cccc2ncccc12)c1cccnc1,1%,-1.6%,0,0%,-3,-9%,-12%,-4%,6,-27%,27
Nc1nc(SCC(=O)N2CCCC2)[nH]c(=O)c1NC(=O)c1cccs1,-3%,0.0%,2,0%,3,5%,-1%,-11%,21,-1%,-20
COc1ccc(-n2cnnc2SCC(=O)Nc2cc(C)on2)cc1,-1%,-0.4%,1,0%,-1,3%,-8%,-3%,-4,1%,-8
O=C(c1ccco1)N1CCN(Cc2c(Cl)cccc2Cl)CC1,-3%,-0.5%,-3,1%,9,u,-8%,15%,-4,2%,1
O=S1(=O)CC(O)C(Nc2ccc(Cl)cc2)C1 (configuration not stated),0%,-0.6%,1,2%,-17,7%,-6%,-1%,-8,5%,-2
Cc1csc2ncc(C(=O)NCc3ccccn3)c(=O)n12,-2%,-0.5%,1,2%,-13,-11%,0%,12%,3,0%,31
CN1CCN(S(=O)(=O)c2ccc(NC(=S)NC(=O)c3ccccc3)cc2)CC1,-7%,-0.1%,-1,2%,-17,1%,2%,5%,-26,-4%,12
COc1cc(NC(=O)COC(C)=O)cc(OC)c1OC,1%,-0.1%,2,-1%,11,0%,6%,4%,2,5%,-9
O=C(CCc1nc2ccccc2[nH]1)NC1CCCCC1,0%,0.4%,7,3%,0,5%,4%,-5%,1,3%,-6
CC(C)c1ccc(/C=N/Nc2ccc(C(=O)O)cc2)cc1,2%,-0.6%,6,2%,1,u,-11%,10%,0,7%,14
Cc1cc(C)c(S(=O)(=O)N/N=C/c2ccc3c(c2)OCO3)c(C)c1,-4%,-0.3%,-4,-1%,-19,0%,-16%,4%,-3,-5%,-10
C/C=C\C(=O)Nc1cccc(C2=NOC3(C2)C[C@@H](C(N)=O)N(C(=O)C2(C)CC2)C3)c1 (some centres not stated),-3%,-0.3%,1,8%,-9,-8%,3%,-3%,-6,-5%,0
CCOC(=O)c1sc(Nc2nc3cc4c(cc3s2)OCO4)cc1C,0%,0.2%,-1,-11%,-5,4%,-34%,-1%,13,7%,-11
C=CCOC(=O)C1=C[C@H](c2cn(C(C)=O)c3ccccc23)C[C@H](OCc2ccc(CO)cc2)O1,-3%,-0.3%,0,5%,-10,-7%,-1%,13%,-8,3%,3
CC(=O)Nc1ccc(OCCOc2ccc([N+](=O)[O-])cc2)cc1,0%,-0.4%,1,2%,1,u,-4%,-70%,-1,-3%,-4
CCCCNS(=O)(=O)c1cc2c3c(c1)CCN3C(=O)CC2,-1%,-0.3%,3,1%,11,1%,10%,15%,-8,x,-9
CC(C)(C)NS(=O)(=O)c1ccc(NC(=O)c2cc(-c3ccccc3)nc3ccccc23)cc1,-1%,-0.3%,-2,2%,10,-1%,12%,0%,6,-3%,5
COc1ccccc1CNC(=O)CCC1N=C2c3ccccc3N=C(SCC(=O)NCC3CCCO3)N2C1=O (configuration not stated),2%,0.4%,-4,2%,-25,-3%,11%,-3%,1,x,-8
Cc1cnc(NC(=O)c2cccc(S(=O)(=O)N3CCOCC3)c2)s1,x,0.3%,x,0%,1,u,7%,-12%,1,x,1
Cc1ccc(Cn2c(SCC(C)C)nc3c2c(=O)[nH]c(=O)n3C)cc1,-2%,-0.6%,0,4%,-15,-2%,8%,-4%,-4,-3%,5
Cc1c(C(=O)NCC(c2ccco2)N2CCCC2)sc2ccccc12 (configuration not stated),x,-0.6%,x,0%,23,0%,9%,-4%,2,x,-12
CCOC(=O)c1ccc(N2C(=O)C3CCOc4ccccc4C32)cc1 (configuration not stated),x,0.2%,x,0%,-12,3%,9%,-6%,x,x,x
CC(=O)c1ccc(NC(=O)/C=C/c2ccc(C)cc2)cc1,1%,-0.9%,1,2%,-20,1%,7%,-3%,-5,-2%,-9
COc1ccc(CCNC(=O)C(=O)NCc2ccccn2)cc1,1%,-0.3%,4,9%,u,1%,6%,-6%,-11,0%,-3
O=C(Nc1cccc(OCC(=O)N2CCOCC2)c1)c1cccc(Cl)c1,-5%,9.0%,0,-1%,11,-11%,u,12%,-6,7%,1
CCCc1cc(=O)oc2c3c(cc(OCC(=O)N[C@@H](CSC)C(=O)O)c12)OC(C)(C)CC3,x,-0.3%,6,0%,-11,u,6%,4%,-15,x,-3
Clc1ccc(-c2noc(CN3CCCC3)n2)cc1,-2%,-0.1%,-1,-2%,-20,7%,4%,7%,-4,-10%,-2
CC(Nc1ncnc2sccc12)c1ccccc1 (configuration not stated),6%,-0.5%,0,-4%,2,1%,u,-8%,-8,-1%,-3
O=C1C(=C(O)c2ccccc2)C(=O)c2ccccc21,0%,-0.3%,-1,-11%,-2,u,31%,1%,-8,-17%,6
N#Cc1cccc(NC(=O)N2CCC(c3nc4c(nnn4Cc4cccc(Cl)c4)c(=O)[nH]3)CC2)c1,2%,0.2%,0,1%,-11,u,-10%,0%,-3,0%,9
CCOC(=O)C1(Cc2ccccc2C(F)(F)F)CCN(CCCn2cccn2)CC1,1%,0.5%,0,-1%,4,-9%,-6%,-7%,31,-2%,-5
CN(C)C(=O)CSCc1c(Cl)cccc1Cl,-3%,-0.1%,-1,-1%,-10,-24%,-2%,-2%,4,-1%,-2
Cc1cc(C)c(NC(=O)Nc2ccccc2)c(C)n1,x,-0.3%,x,1%,u,-1%,-7%,2%,-2,x,14
Cc1ccccc1-c1nnc(SCC(=O)NCc2ccc3c(c2)OCO3)n1C,-2%,-0.2%,3,2%,-6,u,-23%,2%,-2,0%,-5
CCOC(=O)/C=C1\CN(C(C)c2ccccc2)S(=O)(=O)c2ccccc21 (configuration not stated),x,0.3%,1,0%,-18,11%,8%,4%,3,0%,14
C=CCSc1nnc(-c2sc(-c3ccccc3)nc2C)n1C,1%,-0.2%,3,0%,5,21%,17%,-2%,-2,-5%,0
O=C(c1ccc(Cl)cc1)c1ccc(OCC(O)CN2CCOCC2)cc1 (configuration not stated),2%,-0.3%,0,2%,10,6%,-6%,-3%,5,-1%,-25
C/C(=N/NC(=O)c1cccc(Br)c1)C1CC2CCC1C2 (configuration not stated),6%,0.3%,x,-1%,-3,u,-22%,6%,27,1%,10
CCN1C(=O)CSc2ccc(C(=O)NCc3ccccc3)cc21,-2%,-0.9%,x,3%,-6,8%,-3%,1%,-6,x,2
CN(CC(=O)Nc1cccc(F)c1)C(=O)c1ccc(-c2ccc(Cl)cc2)o1,-8%,-0.7%,x,0%,-12,-11%,1%,-5%,-21,4%,-18
